Source: PubChem BioAssay
UTI89 phage lysis = inhibition of K1F phage lysis, E. coli UTI89, bacterial capsule biogenesis inhibitors, alamar blue (AID 488966); 340,000 tested, 0.02% active; E. coli UTI89 K1F phage lysis, alamar blue, 2 h; higher % means a stronger effect; inhibition, % at 100 µM, or IC50 in µM where a hit was titrated;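 active means phage lysis inhibition, versus mean bacterial control, above a set limit; inconclusive means no clear call, values can overlap the other calls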;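 further: capsule biogenesis inhibitors block K1F phage lysis so surviving cells raise fluorescence; higher fluorescence means more inhibition of phage lysis; actives were called in the ten point dose series up to 300 µM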
Hep lipid drop = modulators of hepatic lipid droplet formation. AID 1656. AML12 mouse hepatocytes, oleate lipid droplets, BODIPY imaging. inhibition, % at 6.5 µM. 240,000 tested, 0.4% active;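 active means lipid droplet intensity inhibited by at least 50%, with more than 500 cells counted; inconclusive means wells with under 300 cells, treated as cytotoxic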
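Assay system: AML12 mouse liver cells | Compound: 6.5 µM single-point dosing | Schedule: Overnight exposure | Technique: Fluorescence imaging, 20x objective, two fields per well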
Myeloid diff 2 = compounds promoting myeloid differentiation. ER-HoxA9 myeloid progenitors, lysozyme-GFP differentiation, flow cytometry. calls only at 10 µM. 360,000 tested, 1% active;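 active means normalized GFP-positive differentiation at or above the plate's own cutoff, the solvent-only control mean plus 3 SD; inconclusive means no clear call, values can overlap the other calls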;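 further: cells exposed to compound for four days before flow analysis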
Hep lipid drop cells 6.5 µM = further read-out of Hep lipid drop, marked with its call; cell count; measured here: cell count, cytotoxicity flag;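 cells counted across two imaged fields per well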
Myeloid diff 2 GFP+ MAC1+ % = further read-out of Myeloid diff 2, marked with its call; GFP+ MAC1+ double positive, %; measured here: differentiation confirmed by MAC1 staining
Active calls of the source: *; i = inactive; ? = inconclusive; . = no result given; [ ] = remark or other dose. Some of the compounds tested (hit frequency here may not be typical).

Every second line gives: UTI89 phage lysis | Hep lipid drop | Hep lipid drop cells 6.5 µM | Myeloid diff 2 | Myeloid diff 2 GFP+ MAC1+ %
- CC(C)Cc1nnc(NC(=O)c2ccc3c(=O)n4c(nc3c2)CCC4)s1
 : -0.1% | -4 | 805 | i | 1.1
- COc1ccc(OCCC(=O)N2CCN(C)CC2)cc1
 : 0.0% | 8 | 855 | i | 0.5
- Cc1c(OCC(=O)NCCN2CCOCC2)ccc2c3c(c(=O)oc12)CCC3
 : 0.1% | -4 | 735 | i | 4.5
- COc1ccc(CCNC(=O)C/C(C)=N/NC(=O)c2ccc([N+](=O)[O-])cc2Cl)cc1OC
 : 2.6% | 0 | 829 | i | 0.4
- Cc1ccc(N(CC(=O)NC2CCCC2)C(=O)CNC(=O)c2cccs2)c(C)c1
 : -0.3% | -1 | 767 | i | 1.6
- CCCCCCn1cc(C(=O)O)c(=O)c2cc(F)c(N3CCN(C)CC3)cc21
 : 0.3% | 10 | 802 | i | 0.6
- COc1ccc(CNC(=O)c2c[nH]c3ccccc3c2=O)cc1
 : 1.0% | 6 | 811 | i | 0.5
- CC1CN(C(=O)Cn2cc(S(=O)(=O)CC(=O)N3CCOCC3)c3ccccc32)CC(C)O1 (stereo unspecified)
 : 0.2% | -2 | 662 | i | 0.5
- O=C(Nc1ccccc1F)C(=O)Nc1cccc2ccccc12
 : 0.2% | -18 | 786 | i | 0.5
- O=C(C1CC(=O)N(c2ccc3c(c2)OCCO3)C1)N1CCN(c2ccccc2O)CC1 (stereo unspecified)
 : 0.5% | -3 | 808 | ? | .
- Cc1cnc(C(=O)Oc2ccc(-c3ccccc3)cc2)cn1
 : 0.0% | 1 | 791 | i | 1.4
- CCOC(=O)Cn1ccc(NC(=O)c2ccc(F)cc2)n1
 : -0.8%[50 µM] | 3 | 830 | i | 0.7
- O=C(CCCCCn1c(=S)[nH]c2cc3c(cc2c1=O)OCO3)N1CCN(c2ccc(F)cc2)CC1
 : 0.4% | -22 | 658 | i | 4.1
- N=Nc1c(O)n(CC(=O)Nc2ccccc2)c2ccccc12
 : -0.9% | -1 | 842 | i | 0.5
- COc1cccc(C(=O)NCC(=O)N2CCC3(CC2)NCCc2[nH]cnc23)c1
 : -0.1% | 11 | 732 | i | 2.8
- Cc1ccc(NC(=O)CN2C(=O)NC(C)(c3ccc(Cl)cc3)C2=O)cc1 (stereo unspecified)
 : -1.6% | 9 | 835 | i | 0.9
- Cc1ccc(NS(=O)(=O)c2c(C)[nH]c(C)c2C(=O)N2CCCCC2)c(C)c1
 : 0.4% | -7 | 717 | i | 4.0
- Cc1nc(NC(=O)CSc2nnc(C3CC3)n2C)sc1C(=O)N(C)C
 : 0.0% | 0 | 843 | i | 0.6
- O=C(NCCN1CCOCC1)c1cc(-c2ccccc2Cl)nc2ccccc12
 : 1.3%[50 µM] | -4 | 830 | i | 1.4
- CC(=O)Nc1ccc(NC(=O)CCC(=O)OCC(=O)c2ccc(F)cc2)cc1
 : 0.4% | -6 | 678 | i | 2.2
- CCCCN1CC(=O)N2Cc3[nH]c4ccccc4c3C[C@H]2C1=O
 : 0.1% | 2 | 846 | i | 1.1
- CN(C(=O)c1ccncc1)C1CCCCC1
 : 0.3% | -11 | 813 | i | 0.6
- CC(C)(C)c1ccc(S(=O)(=O)NCC(=O)N2CCN(Cc3ccccc3)CC2)cc1
 : -1.0%[50 µM] | 4 | 778 | i | 1.4
- COc1ccc(N(CC(=O)NCc2ccc(Cl)cc2)S(=O)(=O)c2c(C)n[nH]c2C)cc1
 : -0.1% | -4 | 700 | i | 0.9
- CCS(=O)(=O)c1nc(S(=O)(=O)c2ccc(Cl)cc2)c(N2CCC(C(N)=O)CC2)s1
 : 0.1% | 11 | 670 | i | 1.4
- O=C(c1ccc(Cl)cc1)N(Cc1ccco1)C1CCS(=O)(=O)C1 (stereo unspecified)
 : 0.9% | -9 | 723 | i | 1.3
- Cc1ccc(NC(=O)Cn2nc(-c3ccco3)ccc2=O)cc1Cl
 : 1.3%[50 µM] | 0 | 846 | i | 0.6
- Cc1ccc(C(=O)NCCNC(=O)c2ccc(C)o2)o1
 : 0.3% | -11 | 806 | i | 0.6
- Cc1ccc(N2CC(C(=O)NCc3nnnn3-c3ccc(C)c(C)c3)CC2=O)cc1 (stereo unspecified)
 : 0.5% | -6 | 704 | i | 1.0
- COc1ccc(-c2csc(N(CCCN(C)C)C(=O)c3ccc(Br)cc3)n2)cc1
 : 0.6% | 1 | 756 | i | 1.3

Additional entries:
Every second line gives: UTI89 phage lysis | Hep lipid drop | Hep lipid drop cells 6.5 µM | Myeloid diff 2 | Myeloid diff 2 GFP+ MAC1+ %
- CCC(=O)N1CCc2cc(Br)cc(S(=O)(=O)NC3CCN(Cc4ccccc4)CC3)c21
 : 0.2% | -22 | 667 | i | 0.4
- Cc1cc(C)c2nc(N3CCC(C(=O)NCCCN4CCCC4=O)CC3)sc2c1
 : 0.0% | -5 | 765 | i | 2.0
- CCc1nccn1S(=O)(=O)c1ccccc1[N+](=O)[O-]
 : 0.2% | -2 | 870 | i | 0.5
- COc1cccc(C(=O)NC2CCNCC2)c1
 : 0.2% | -1 | 804 | i | 0.4
- COC(=O)c1ccc(COc2ccc(C)c(C)c2)o1
 : 0.3% | -1 | 405 | i | 1.0
- O=C(O)c1cccc(S(=O)(=O)N(Cc2ccccc2)c2ccc(Cl)cc2)c1
 : -0.1% | -7 | 854 | i | 0.8
- COc1ccc(Br)cc1/C=N/n1c(C)nc2ccccc2c1=O
 : 0.9% | 0 | 819 | i | 1.2
- Cc1cccc(-c2nc(-c3ccncc3)no2)c1
 : 0.5% | 5 | 845 | i | 0.4
- Cc1cccc(C)c1NC(=O)Cc1cccs1
 : -0.3% | -5 | 824 | i | 0.8
- CC(=O)c1ccc(N(C(=O)c2ccco2)C(C(=O)NC2CCCC2)c2cccs2)cc1 (stereo unspecified)
 : -0.2% | -50 | 844 | i | 0.6
- COc1cccc(OC)c1C(=O)Nc1ccc2c(c1)CCCN2S(=O)(=O)c1ccc(C)cc1
 : 0.7% | 5 | 726 | i | 0.6
- O=C(N/C(=C\c1ccc(Br)cc1)C(=O)N1CCOCC1)c1ccccc1Cl
 : 0.0% | -4 | 779 | i | 0.7
- COc1ccc(NC(=O)CCCn2nc(C)c3c(C)n(-c4ccccc4)nc3c2=O)cc1
 : 0.1% | -16 | 720 | i | 0.5
- COc1ccc(/C=C(/NC(=O)c2ccco2)C(=O)Nc2cccc(C(=O)O)c2)cc1
 : 0.3% | -6 | 705 | i | 0.2
- CCN(CC)CCC(=O)N1c2ccccc2Sc2ccc(NC(=O)OC)cc21
 : -0.1% | 2 | 802 | i | 0.5
- Cc1nnc(N2CCC(C(=O)NC3CCC(C)CC3)CC2)c2nn(-c3ccc(Cl)cc3)c(C)c12 (stereo unspecified)
 : -0.2% | -8 | 712 | ? | .
- CCOc1ccccc1NC(=O)NC1(C(=O)NCC2CCCO2)CCCCC1 (stereo unspecified)
 : 0.3% | 18 | 731 | i | 1.2
- Cc1[nH]c2ccccc2c1CCNC(=O)c1ccc2nccnc2c1
 : -0.2% | -9 | 717 | i | 0.4
- Cc1ccc(C)c(NS(=O)(=O)c2ccc3c(c2)NC(=O)CO3)c1
 : 0.2% | -16 | 703 | i | 0.5
- COc1cccc(CN2CCN(C(=O)c3ccco3)CC2)c1
 : 0.5% | -11 | 813 | i | 0.4
- CCOC(=O)c1cccc(NC(=O)CCn2c(=O)oc3ccccc32)c1
 : 0.0% | 8 | 835 | i | 0.7
- CCOC(=O)c1cnc2c(Cl)cc(Cl)cc2c1NCCCN1CCOCC1
 : 0.0% | -3 | 789 | i | 0.3
- Nc1c2c(nn1-c1ccc(F)cc1)CSC2
 : 0.8% | -1 | 751 | i | 0.7
- O=C(CCCc1ccccc1)NCc1ccccn1
 : 0.1% | 5 | 819 | i | 0.1
- CCN(CC)CCNC(=O)c1ccc(NC(=O)c2ccc3c(c2)CCC3)cc1
 : -0.3% | -2 | 867 | i | 0.5
- CN(Cc1ccccc1F)C(=O)CCCNC(=O)c1ccc(Cl)cc1
 : -0.3% | 0 | 850 | i | 0.7
- C=CCN1C(=O)C2(OCCCO2)c2cccc(C)c21
 : 0.4% | -1 | 848 | i | 0.8
- CC(C)CN1C(=O)c2ccc(NC(=O)C3CC3)cc2C1=O
 : -0.4%[50 µM] | -1 | 814 | i | 0.2
- Cc1ccc2c(c1)N(CC(=O)N1CCCCC1)C(=O)C(C)O2 (stereo unspecified)
 : -0.1% | 16 | 782 | i | 1.0
- COc1ccc(OCc2cc(C(=O)NCC3(C)COC3)no2)c(Cl)c1
 : -0.2% | -4 | 748 | i | 1.6

(list continues)
Every second line gives: UTI89 phage lysis | Hep lipid drop | Hep lipid drop cells 6.5 µM | Myeloid diff 2 | Myeloid diff 2 GFP+ MAC1+ %
- O=C(CS(=O)(=O)c1ccccc1Cl)N1CCOCC1
 : 1.4%[50 µM] | -2 | 817 | i | 0.4
- CSc1ccccc1NC(=O)C1CC(c2ccccc2Cl)=NO1 (stereo unspecified)
 : -0.1% | -5 | 814 | i | 0.1
- COc1cc(NC(=O)CCN2CCN(C)CC2)cc(OC)c1
 : -1.6% | -3 | 798 | i | 0.5
- CC(=O)Nc1ccc(NC(=O)Cn2cnc(S(=O)(=O)N3CCOCC3)c2)cc1
 : -0.1% | -16 | 667 | i | 2.0
- O=C1c2ccccc2CN1c1ccccc1
 : 1.5% | 13 | 808 | i | 0.0
- CCOC(=O)c1c(S(=O)(=O)N(C)Cc2ccccc2)c(C)n(C)c1C
 : -2.5% | -1 | 561 | i | 1.0
- CCOc1cc(CN2CCCC(CO)(Cc3ccc(F)cc3F)C2)ccc1OC (stereo unspecified)
 : 0.3% | -7 | 785 | i | 0.3
- CCOC(=O)C1CCN(C(=O)c2cc3cc(Cl)ccc3[nH]2)CC1
 : -0.2% | 6 | 834 | i | 0.1
- CC(=O)N1c2ccc(S(=O)(=O)N3CCCC(C(=O)N4CCCC(C)C4)C3)cc2CC1C (stereo unspecified)
 : 0.0% | -2 | 784 | ? | .
- CN(C)c1cccc(N(C)C)c1CNC(=O)NC(=O)c1c(F)cccc1F
 : -0.4%[50 µM] | -6 | 799 | i | 1.5
- COc1cccc(-c2cc(C(=O)NCC3CCCO3)on2)c1 (stereo unspecified)
 : 0.4% | -5 | 706 | i | 1.9
- CCOCCCN(C(=O)c1snc(C(N)=O)c1N)C(C(=O)NC1CCCC1)c1ccc(O)cc1 (stereo unspecified)
 : -0.6% | 8 | 696 | i | 0.7
- NC(=O)C1CCN(C(=O)CN(c2cccc(Cl)c2)S(=O)(=O)c2ccccc2)CC1
 : -0.1% | 2 | 736 | i | 0.8
- CCN(Cc1ccc2c(c1)OCO2)C(=O)/C=C/c1cccc(Br)c1
 : 0.2% | -11 | 843 | i | 0.5
- O=C(O)COc1ccc(NC(=O)c2ccc3c(c2)C(=O)N(Cc2ccccc2)C3=O)cc1
 : 0.1%[50 µM] | -2 | 839 | i | 1.2
- COc1ccc(-n2ncc(C(C)NS(=O)(=O)c3cc(F)ccc3C)c2C)cc1 (stereo unspecified)
 : 0.0% | -6 | 663 | i | 0.3
- Cc1ccc(C)c(Cn2nnc3c(=O)[nH]c(C4CCCN(C(=O)c5cccs5)C4)nc32)c1 (stereo unspecified)
 : 3.0% | -12 | 737 | ? | .
- COc1cccc(NC(=O)C2C3C=CC(O3)C2C(=O)O)c1 (stereo unspecified)
 : -2.5% | 22 | 863 | i | 0.9
- Cc1cc(C)cc(NC(=O)CN2CCC(NC(=O)c3cccc(F)c3)CC2)c1
 : 0.1% | -8 | 837 | i | 0.6
- Cc1ccc(NC(=O)Cn2nnc(C(=O)NCc3ccc(Cl)cc3)c2N)cc1F
 : 0.1% | 15 | 723 | i | 4.2
- CCCOC1CCCN(C(=O)c2ccc3oc(C(C)C)nc3c2)C1 (stereo unspecified)
 : 0.1% | 12 | 705 | i | 0.5
- O=S(=O)(c1ccc(Cl)cc1)c1nc(-c2ccccc2F)oc1NCCCN1CCOCC1
 : -0.2% | -2 | 801 | i | 0.7
